Screens (PubChem BioAssay)
Mdm2 ligase inh = MDM2-luciferase reporter signal enhancers, primary screen, MDM2 E3 ligase inhibitor project, cell-based, luminescence, 1536-well; E3 ubiquitin-protein ligase Mdm2 (Homo sapiens), Q00987; cell-based MDM2 ubiquitination luciferase reporter, 2 h; 0 = plate control, 100 = twice control, blank-subtracted; signal enhancement, % at 5 µM; actives 0.11% (n = 210,000); AID 1230, 2008;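 active = signal enhancement of 30% or more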;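 also: luminescence tracks abundance of the self-degrading MDM2-luciferase fusion protein; higher signal means inhibition of MDM2 E3 ligase activity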
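System: stable MDM2–luciferase fusion reporter cells / Input: 2000 cells seeded into each well / Schedule: 4 h settle plus 2 h compound, 37 °C / Compound: single-point 5 µM / Buffer or medium: cells held in DMEM / Benchmarks: control and blank well means / Evaluation: percent signal gain over controls, blank-subtracted / Measured by: luciferase luminescence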
Ba/F3 V617F tox = reduced viability of JAK2V617F-dependent Ba/F3 cells, primary screen, JAK2V617F inhibitor project, cell-based, Ba/F3 EpoR-JAK2V617F, luminescence | ATP luminescence | inhibition, % at 5.6 µM | actives 1.1% (n = 220,000) | AID 1446, 2008;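 active = inhibition above the campaign mean plus 3 SD over all tested compounds, cut at about 24% in these data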;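 also: cytokine-independent growth of Ba/F3 cells driven by EpoR plus mutant JAK2; 0% = DMSO-treated cells and 100% = JAK inhibitor I control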
BaF3 parental = parental Ba/F3 cell viability inhibition, counter-screen for JAK2V617F inhibitor project, murine pro-B, CellTiter-Glo luminescence | CellTiter-Glo ATP luminescence | inhibition, % at 5.6 µM | actives 1.1% (n = 220,000);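 active = inhibition above a per-campaign cutoff, the mean inhibition of all tested compounds plus 3 SD, cut at about 27% in these data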;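 also: 0% = DMSO wells and 100% = JAK Inhibitor I control wells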
Wee1 degr inh = Wee1 degradation inhibitors, primary screen, cell-based, HeLa, Wee1K328M-luciferase, luminescence; Wee1-like protein kinase (Homo sapiens), P30291; HeLa Luc-Wee1K328M stability; 100% = proteasome inhibitor MG132 effect; reporter increase, % at 5 µM; actives 1.2% (n = 220,000); AID 1321, 2008;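 active = activation above the mean of all tested compounds plus 3 SD, set per screening run, cut at about 8.8% in these data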;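 also: cells exposed to compound for 20 h before luminescence read; 0% = DMSO alone and 100% = MG132 at 30 µM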
eIF4E 4G PPI = eIF4E–eIF4G protein interaction inhibitors, primary screen, biochemical, uHTS, TR-FRET, eIF4GI fragment; inhibition, % at 21.7 µM; TR-FRET eIF4E-eIF4GI(517-606) binding, 2 h; Eukaryotic translation initiation factor 4E (Mus musculus) + Eukaryotic translation …; actives 0.37% (n = 220,000);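 active = inhibition above about 30%, limit read from the data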;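 also: 0% = full FRET control wells and 100% = background wells lacking eIF4GI fragment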
Target sequence (P63073 whole entry, looked up, the tested form may be a part): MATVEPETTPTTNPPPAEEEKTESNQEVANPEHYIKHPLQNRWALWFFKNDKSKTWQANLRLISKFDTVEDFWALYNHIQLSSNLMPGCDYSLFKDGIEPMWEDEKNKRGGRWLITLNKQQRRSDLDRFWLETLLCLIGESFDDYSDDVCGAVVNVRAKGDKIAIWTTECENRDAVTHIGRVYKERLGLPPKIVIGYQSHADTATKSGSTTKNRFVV
Target sequence (Q04637 whole entry, looked up, the tested form may be a part): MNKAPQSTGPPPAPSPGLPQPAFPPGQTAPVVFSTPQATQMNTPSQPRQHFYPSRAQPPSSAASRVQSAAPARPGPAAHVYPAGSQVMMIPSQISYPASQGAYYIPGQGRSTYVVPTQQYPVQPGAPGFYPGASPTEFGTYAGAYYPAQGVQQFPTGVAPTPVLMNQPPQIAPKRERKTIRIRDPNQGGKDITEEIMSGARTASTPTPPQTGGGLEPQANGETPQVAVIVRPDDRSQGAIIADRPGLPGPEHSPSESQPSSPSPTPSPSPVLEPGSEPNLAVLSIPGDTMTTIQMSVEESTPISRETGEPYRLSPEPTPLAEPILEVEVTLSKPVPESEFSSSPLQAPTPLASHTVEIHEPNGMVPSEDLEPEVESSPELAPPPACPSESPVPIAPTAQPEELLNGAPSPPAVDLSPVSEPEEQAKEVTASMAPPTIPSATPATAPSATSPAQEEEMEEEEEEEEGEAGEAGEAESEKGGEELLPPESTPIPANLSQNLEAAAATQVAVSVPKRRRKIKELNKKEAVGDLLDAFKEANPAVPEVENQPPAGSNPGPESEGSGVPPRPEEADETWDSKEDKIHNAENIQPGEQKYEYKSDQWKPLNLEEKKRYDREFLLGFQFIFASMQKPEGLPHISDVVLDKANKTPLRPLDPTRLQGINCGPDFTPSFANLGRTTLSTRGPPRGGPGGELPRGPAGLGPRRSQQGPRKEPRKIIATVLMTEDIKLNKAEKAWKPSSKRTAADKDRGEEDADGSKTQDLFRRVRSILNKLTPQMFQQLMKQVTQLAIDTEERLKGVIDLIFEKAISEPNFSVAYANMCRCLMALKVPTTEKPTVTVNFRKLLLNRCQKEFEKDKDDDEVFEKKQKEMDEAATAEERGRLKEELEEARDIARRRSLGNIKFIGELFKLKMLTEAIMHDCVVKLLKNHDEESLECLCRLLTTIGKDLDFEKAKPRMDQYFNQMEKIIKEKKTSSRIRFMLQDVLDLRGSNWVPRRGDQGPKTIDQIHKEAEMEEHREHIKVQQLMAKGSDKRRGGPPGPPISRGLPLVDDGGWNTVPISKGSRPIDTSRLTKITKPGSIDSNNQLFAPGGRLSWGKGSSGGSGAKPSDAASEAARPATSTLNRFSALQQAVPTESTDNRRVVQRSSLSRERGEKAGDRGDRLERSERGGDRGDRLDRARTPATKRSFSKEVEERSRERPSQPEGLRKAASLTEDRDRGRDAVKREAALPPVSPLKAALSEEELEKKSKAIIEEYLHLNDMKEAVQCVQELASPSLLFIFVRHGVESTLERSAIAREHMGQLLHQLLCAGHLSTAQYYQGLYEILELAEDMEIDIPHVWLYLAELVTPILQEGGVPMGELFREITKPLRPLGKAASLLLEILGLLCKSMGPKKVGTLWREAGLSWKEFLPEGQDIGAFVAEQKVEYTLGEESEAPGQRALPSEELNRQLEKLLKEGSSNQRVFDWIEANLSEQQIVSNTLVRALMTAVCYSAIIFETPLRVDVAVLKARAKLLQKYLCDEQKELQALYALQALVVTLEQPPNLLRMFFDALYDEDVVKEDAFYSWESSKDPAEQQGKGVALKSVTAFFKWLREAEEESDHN
NPY2 pot ag = NPY-Y2 potentiators or agonists, primary screen, cell-based; cells expressing NPY-Y2, potentiator/agonist read-out; Neuropeptide Y receptor type 2 (Homo sapiens), P49146; activation, % at 3.6 µM; actives 0.45% (n = 220,000); AID 1359, 2008; in the data active = activation above about 27%;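 also: cells stimulated with NPY near EC25 plus isoproterenol at EC100; 0% = vehicle plus submaximal agonist and 100% = vehicle plus saturating agonist; some results beyond the cut were filed as inactive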
PERK inhibitor = block of dimerizer-induced PERK translation repression, primary screen, PERK inhibitor project, CHO PERK-DD cells, SEAP luminescence, HTS. actives 0.17% (n = 220,000). AID 1416, 2008. inhibition, % at 5.6 µM. Eukaryotic translation initiation factor 2-alpha kinase 3 (Homo sapiens), Q9NZJ5. CHO PERK-DD fusion, SEAP luminescence translation reporter;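 active = inhibition above the mean inhibition of all tested compounds plus 3 SD, set separately per screening campaign, cut at about 2.9% in these data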;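 also: PERK kinase domain activated by AP20187 dimerizer at 100 nM; 0% = DMSO with dimerizer and 100% = rapamycin at 8.4 µM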
S1P4 ag = S1P4 receptor agonists, primary screen, cell-based. Sphingosine 1-phosphate receptor 4 (Homo sapiens), O95977. S1P4-expressing cell line, agonist reporter assay. activation, % at 4.98 µM. actives 0.35% (n = 220,000); in the data active = activation above about 11%;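 also: 0% = DMSO vehicle and 100% = reference agonist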
S1P4 antagonist = S1P4 receptor antagonists, primary screen, cell-based | AID 1510, 2009 | inhibition, % at 4.98 µM | Sphingosine 1-phosphate receptor 4 (Homo sapiens), O95977 | actives 0.26% (n = 220,000) | S1P4-expressing cells, antagonist mode, reporter read-out; in the data active = inhibition above about 29%;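 also: 0% = wells stimulated with agonist and 100% = vehicle wells without agonist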
Starred values were filed as active, the others as inactive; . = not tested or not shown; & = joins results of further samples; [ ] = remark or other dose.

SMILES	Mdm2 ligase inh	Ba/F3 V617F tox	BaF3 parental	Wee1 degr inh	eIF4E 4G PPI	NPY2 pot ag	PERK inhibitor	S1P4 ag	S1P4 antagonist
CC(C)CN(C(=O)COC(=O)c1ccccc1SCC(=O)NC1CCCCCC1)C1CCS(=O)(=O)C1 (centres undefined)	-10	1	5	-1	1	-7	0.3	0.1	-17
O=C(NCc1ccccc1)Nc1cccc2ccccc12	-12	3	4	1	1	-4	-0.7	3.6	-29
CC(C)Oc1ccc(C(=O)NC2=NCCS2)cc1	-45	1	5	-1	3	-2	1.7	-0.1	0
COc1ccc(Cl)cc1CN1CCOCC1	-9	-2	-1	-2	7	-12	0.3	-0.8	-18
C=CCNC(=O)c1onc(CSc2ccccc2)c1C(=O)O	-20	0	2	1	-2[fluorescence artefact?]	-28	2.2	1.4	14
COc1ccc2nc(NC(=O)c3ccc(-c4cccc([N+](=O)[O-])c4)o3)sc2c1	-16	4	4	-2	-2	1	0.4	-1.3	-13
CCc1ccc(-c2nc(CS(=O)CC(=O)O)c(C)o2)cc1 (centres undefined)	.	0	-10	4	-2	-14	0.8	-0.8	7
CC(Oc1cccc(Cl)c1)C(=O)Nc1ccc([N+](=O)[O-])cn1 (centres undefined)	-10	4	5	-1	0	3	-1.0	0.4	-7
CCC(NC(=O)Nc1ncccc1C)(C(F)(F)F)C(F)(F)F	-8	-1	4	-1	-3	-13	0.2	2.7	-19
N/C(CSc1ccccn1)=N\OCc1c(Cl)cccc1Cl	-1	-2	6	-2	4	-26	-0.2	0.1	-10
N#C/C(=C/c1ccc(N2CCCCCC2)o1)c1cccc(F)c1	-21	-2	4	1	12	-6	0.4	-1.4	1
CC1(C)CC(=O)C2=C(C1)NC(SCC(N)=O)=C(C#N)C21CCCCC1	-2	-4	1	-4	-4	2	-0.2	0.7	-19
O=C(c1nnsc1S(=O)(=O)c1ccc(Cl)cc1)N1CCOCC1	-18	76*	3	-1	-1	-22	0.1	-1.7	14
COCCNC(=S)N/N=C/c1ccc(N2CCOCC2)cc1	-12	0	5	-2	-6	-1	0.4	1.1	-12
O=C(Nc1ccccc1N1CCOCC1)c1ccc(N2CCOCC2)c([N+](=O)[O-])c1	-4	-1	4	0	1	-14	0.2	-1.1	6
COC(=O)c1cc(C(=O)NCCCN2CCOCC2)cc([N+](=O)[O-])c1	2	1	10	2	-1	-2	1.8	0.6	-2
COc1ccccc1NC(=O)CSc1nnc(CC(=O)Nc2ccccc2)n1C	7	-2	4	0	-1[fluorescence artefact?]	13	1.1	-0.9	5
COc1ccc(NC(=O)C2CCCN(S(=O)(=O)c3c(C)n[nH]c3C)C2)cc1 (centres undefined)	1	-1	2	-1	3[fluorescence artefact?]	1	1.1	-1.5	19
CC(C)(C)C1CCC(=NNc2ccc(S(N)(=O)=O)cc2[N+](=O)[O-])CC1 (centres undefined)	-5	-7	1	-2	-2	10	0.7	-1.9	-5
CCOC(=O)Cc1csc(NC(=O)CSc2nnc3ccccn23)n1	7	-1	-1	1	0	-11	0.8	1.5	-25
COCCn1nnnc1C(c1cc2c(C)cc(C)cc2[nH]c1=O)N1CCCCCC1 (centres undefined)	-14	5	6	-2	-3[fluorescence artefact?]	-1	1.6	0.8	-2
CCn1c(SCC(=O)NCC2CCCO2)nnc1-c1ccccc1 (centres undefined)	-11	-3	4	0	-6	-7	0.7	0.1	0
Cn1c(=O)c2nc(-c3ccc(Cl)cc3Cl)oc2c2ccccc21	-19	-4	0	-3	5	8	1.6	-1.0	6
C=C(C)CNC(=S)Nc1ccc(S(=O)(=O)Nc2cnc3ccccc3n2)cc1	-10	-3	2	-2	1	-1	0.3	-3.0	2
CCCCS(=O)c1c(O)c2ccccc2[nH]c1=O (centres undefined)	-3	-2	4	-4	2	-2	0.5	-0.3	-6
CCCCCn1c(N2CCN(Cc3ccccc3)CC2)nc2c1c(=O)[nH]c(=O)n2C	2	3	9	0	1	5	-1.1	0.1	-8
CCc1nc2oc3cc(OC)ccc3c(=O)c2c(=O)n1-c1ccccc1	-4	-7	-1	-1	5	10	0.0	-3.0	-22
O=[N+]([O-])c1ccccc1/C=N/n1c(C(F)(F)F)n[nH]c1=S	-14	-2	5	12*	1	5	0.1	-0.1	20
CC(=O)N/C(=N\OCc1ccc(Br)cc1)c1nonc1NC(C)=O	-20	-2	7	-2	6[fluorescence artefact?]	1	0.5	0.5	2
O=C(COc1ccc2c(-c3ccccc3)cc(=O)oc2c1)NCc1cccs1	-15	-1	-1	-2	3	-4	0.3	-1.8	2
Cc1c(OCC(F)(F)F)ccnc1CSc1nc2ccccc2[nH]1	2	1	5	0	0[fluorescence artefact?]	-8	-0.7	0.3	-2
CC1(C(=O)N/N=C/c2ccccc2)CC1(Br)Br (centres undefined)	-11	-2	6	-1	1	5	0.4	1.6	-3
O=C(O)c1sc2cccc(Cl)c2c1Cl	-7	0	5	1	-1	-13	0.8	1.3	-15
O=C(c1ccccc1)c1coc2c1C(=O)c1ccccc1C2=O	-5	1	4	1	8	-1	0.5	2.8	-13
COc1cccc(-c2nnc3sc(C4CCCCC4)nn23)c1	-38	0	3	-1	-7	-14	-0.8	1.5	-40
O=C(C1CCN(C2CC(=O)N(c3ccc(F)cc3)C2=O)CC1)N1CCOCC1 (centres undefined)	-6	-5	-1	0	-7	-2	0.0	2.4	12
CCCN(Cc1cc2cc(C)ccc2[nH]c1=O)C(=O)c1cccc([N+](=O)[O-])c1	10	-1	0	2	1	19	-0.2	2.1	-4
Cc1ccc(C(=O)CSc2nc(N)cc(=O)[nH]2)cc1	1	1	3	-1	-10	-2	0.9	1.0	-13
CCC1CCCCN1C(=S)Nc1ccc(SC(F)F)cc1 (centres undefined)	-15	1	5	0	1[fluorescence artefact?]	-1	0.4	0.3	-8
CCC(C)(C)NC(=O)C(c1ccco1)N(C(=O)Cn1nnc2ccccc21)c1ccc2c(c1)OCO2 (centres undefined)	-3	0	2	4	0	-13	-1.5	1.4	-11

An excerpt from above in order of molar mass, largest number first.
SMILES	Mdm2 ligase inh	Ba/F3 V617F tox	BaF3 parental	Wee1 degr inh	eIF4E 4G PPI	NPY2 pot ag	PERK inhibitor	S1P4 ag	S1P4 antagonist
CCC(C)(C)NC(=O)C(c1ccco1)N(C(=O)Cn1nnc2ccccc21)c1ccc2c(c1)OCO2 (centres undefined)	-3	0	2	4	0	-13	-1.5	1.4	-11
CCC1CCCCN1C(=S)Nc1ccc(SC(F)F)cc1 (centres undefined)	-15	1	5	0	1[fluorescence artefact?]	-1	0.4	0.3	-8
O=C(c1ccccc1)c1coc2c1C(=O)c1ccccc1C2=O	-5	1	4	1	8	-1	0.5	2.8	-13

(cont.)
SMILES	Mdm2 ligase inh	Ba/F3 V617F tox	BaF3 parental	Wee1 degr inh	eIF4E 4G PPI	NPY2 pot ag	PERK inhibitor	S1P4 ag	S1P4 antagonist
CCN1CCN(c2ccc([N+](=O)[O-])c(Sc3nc4ccccc4[nH]3)c2)CC1	0	3	7	-1	-1	10	-0.3	-2.0	-16
COc1cccc(NC(=O)C2CCN(S(=O)(=O)c3ccc4c(c3)OCCO4)CC2)c1	-21	-6	0	-1	-6	2	0.4	-2.8	-8
CC(=O)c1cc(C#N)c(NCCCN(C)C)nc1C	-12	0	1	-3	-1	-14	0.7	0.8	-13
COc1ccc(C)cc1NC(=O)c1ccccc1NS(=O)(=O)c1cccc2cccnc12	-2	-2	8	8	4[fluorescence artefact?]	6	1.2	1.8	-10
O=C(c1cccc(Br)c1)N1CCN(C(=O)N2CCCCC2)CC1	-7	-1	2	0	0	5	-0.1	-2.5	-2
CCC(=O)Nc1ccc(OCc2nc3ccccc3s2)cc1	-7	-2	6	-2	5	17	1.6	0.5	-2
O=C(CSc1nnnn1-c1ccc(Cl)c(C(=O)O)c1)NC(c1ccccc1)c1ccccc1	-9	4	-3	-2	-2	6	1.5	1.3	-10
O=C(O)CSc1nc2c(c(C(F)(F)F)n1)CCCC2	-18&-10	-5&-4	-1&2	0&1	1&0	-2&4	0.1&0.5	1.0&-1.2	-12&19
C=CCn1c(-c2cc(-c3ccccc3)sc2N)n[nH]c1=S	-12	-2	-3	-1	0	5	-0.8	2.1	-14
O=C(COc1ccc(S(=O)(=O)N2CCOCC2)cc1)Nc1ccccc1C(F)(F)F	-13	-1	5	0	-2	-2	1.1	1.1	11
CCn1c(CC(=O)Nc2ccc(C)cc2)nnc1SCC(=O)N1CCN(c2ccccc2)CC1	-15	-2	5	0	7	7	-0.1	0.0	-8
O=[N+]([O-])c1ccc(CSc2nnc(SCc3ccc(Cl)cc3)s2)cc1	-9	2	6	3	-1[fluorescence artefact?]	13	0.7	-0.3	-12
Cc1ccc(Cl)c(NC(=O)CN(C)CC(=O)Nc2ccc(F)c(F)c2F)c1Cl	25	-2	-1	1	1	-2	0.2	0.6	5
O=C(NC1CCc2ccccc21)c1cc(COc2ccc(F)cc2F)on1 (centres undefined)	-14	-5	-1	0	-1	-5	0.6	-1.6	-26
COc1cccc(NC(=O)C(c2ccccc2)N2CCCC2)c1 (centres undefined)	-11	4	3	5	-2	1	0.2	-1.0	-4
Cc1cc(C(=O)COC(=O)CN(C)S(=O)(=O)c2ccc(Cl)cc2)c(C)n1CC1CCCO1 (centres undefined)	-26	-1	2	0	-8	2	-0.2	1.9	-19
O=C(CSc1ccc2c(c1)OCCO2)Nc1ncc(Cl)cc1Cl	2	-2	4	6	-12[fluorescence artefact?]	-23	-0.2	-1.8	-17
CCc1nnc(NC(=O)CSc2nnc(COc3ccccc3)n2-c2ccc(C)cc2)s1	0	-1	2	-2	-4[fluorescence artefact?]	3	0.9	1.0	5
COc1ccc(Cn2c(/C=C/c3ccccc3)nc3ccccc32)cc1	-10	-1	3	0	-1	-45	-0.5	-2.1	-16
Cc1cc(=O)n2nc(N3CCCC(C(=O)N4CCN(C)CC4)C3)sc2n1 (centres undefined)	-58	-2	5	1	-3	15	1.0	-2.3	1
CCCCn1c(N)c(N(CCOC)C(=O)CSc2nc3ccc(C)cc3[nH]2)c(=O)[nH]c1=O	2	-4	0	0	3	8	-0.3	-1.8	-13
CNC(=O)/C(C#N)=C/c1c(N(Cc2ccccc2)Cc2ccccc2)nc2c(C)cccn2c1=O	-17	4	11	-2	8	-1	-1.0	-0.7	7
CCOC(=O)C(CC)(CC)C(=O)/C=C/c1cccc(Br)c1	.	-4	4	-1	.	-18	1.7	-1.4	5
O=C(Cn1nnc(-c2ccccc2)n1)N/N=C/c1cccc([N+](=O)[O-])c1	-12	1	8	1	2	1	0.6	1.4	-15
Cn1cccc1/C=N/N1CCN(Cc2ccc(Cl)cc2)CC1	-16	-2	0	1	5	-4	0.2	0.8	-7
